Compound activity from PubChem BioAssay.
ALDH1A1 inh: qHTS Assay for Inhibitors of Aldehyde Dehydrogenase 1 (ALDH1A1); Potency, µM (highest dose often 75.3 µM), for inactives: top-dose activity, negative = inhibition, hits mostly inhibitors; Aldehyde dehydrogenase 1A1 (Homo sapiens), P00352; 220,000 compounds, 7.3% hits; Purified ALDH1A1, NADH fluorescence, propionaldehyde substrate; AID 1030, 2008; active = well fitted inhibition curve with a large enough effect, not every such curve was filed as active; inconclusive = small, poorly fitted or top-dose-only effect, or another doubt; inactive = no such curve, though single readings can be large or run the other way;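 note: plate controls were no enzyme wells and a reference inhibitor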
Target sequence (P00352 whole entry, looked up): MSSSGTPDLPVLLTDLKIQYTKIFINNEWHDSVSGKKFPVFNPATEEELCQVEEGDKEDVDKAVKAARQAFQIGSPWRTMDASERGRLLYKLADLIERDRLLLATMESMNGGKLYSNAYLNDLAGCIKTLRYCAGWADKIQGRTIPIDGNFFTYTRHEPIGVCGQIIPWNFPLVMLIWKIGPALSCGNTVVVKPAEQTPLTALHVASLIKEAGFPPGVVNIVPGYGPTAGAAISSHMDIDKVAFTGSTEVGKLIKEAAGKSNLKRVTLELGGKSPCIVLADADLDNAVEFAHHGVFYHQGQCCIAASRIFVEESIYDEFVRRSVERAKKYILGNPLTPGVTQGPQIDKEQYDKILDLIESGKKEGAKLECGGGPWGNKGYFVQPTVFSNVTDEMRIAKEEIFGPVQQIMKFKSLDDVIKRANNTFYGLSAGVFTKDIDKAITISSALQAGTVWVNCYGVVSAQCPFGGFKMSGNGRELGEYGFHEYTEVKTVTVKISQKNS
Epigenetic reg: Quantitative High-Throughput Screen for Regulators of Epigenetic Control. murine LDR cells, GFP reporter derepression, 30 h. AID 1865, 2009. Potency, µM (titrated, usually from 53.9 µM), for inactives: at the top dose GFP activation, usual class: activators. 280,000 compounds, 0.2% hits; note: % of control where 0% means no effect; nearly all actives have a fitted effect of over 60% in size
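GFP-positive cell count by laser-scanning cytometry (objects 20–120 um) after 30 h, 37 C compound exposure of murine LDR cells; reporter is CMV-GFP integrated at a silenced locus, inducible by HDAC or DNMT inhibitors.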
GAA inh: qHTS Assay for Inhibitors of Human alpha-Glucosidase as a Potential Chaperone Treatment of Pompe Disease | Lysosomal alpha-glucosidase (Homo sapiens), P10253 | purified human GAA, 4-MU-alpha-glucoside fluorescence | Potency, µM (top dose mostly 76.9 µM), for the others: at the highest dose activity change, negative = inhibition, hits mostly inhibitors | 200,000 compounds, 0.005% hits | AID 1466, 2008;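 note: plate controls were uninhibited enzyme wells for no effect and no-enzyme background for full effect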
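Fluorescence at Ex 365/Em 440 nm from 4-methylumbelliferone reported enzyme activity after 20 min at room temperature. Reactions used 4 nM enzyme and 400 uM substrate at pH 5.0; curves fitted with the Hill equation.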
Tau fluor counter: Counterscreen qHTS for Inhibitors of Tau Fibril Formation, Fluorescence Polarization | tau K18 P301L (four-repeat tau fragment) Alexa594 fluorescence, heparin fibrillization | Potency, µM (titrated, usually from 57.7 µM), for inactives: at the top dose activity change, negative = decrease | 280,000 compounds, 0.93% hits; note: % is set by controls: 0 for no effect and ±100 for the full control effect; nearly all actives have a fitted effect of over 55% in size
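Human K18 P301L tau (15 uM unlabeled plus 0.24 uM Alexa 594-labeled, final) in 100 mM sodium acetate pH 7 was mixed with compound and 20 uM heparin and incubated 6 hr at 37 C.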
GLA spleen mod: qHTS Assay for Inhibitors and Activators of Human alpha-Galactosidase From Spleen Homogenate. Alpha-galactosidase A (Homo sapiens), P06280. human spleen homogenate, 4MU-alpha-Gal fluorescence, 40 min. Potency, µM (highest dose often 80 µM), for the others: top-dose activity change, negative = inhibition, actives largely listed as inhibitors. 240,000 compounds, 0.008% hits. AID 2107, 2009;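 note: 0% = enzyme with vehicle and -100% = no enzyme basal signal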
Target sequence (P06280 32-429 limits assumed): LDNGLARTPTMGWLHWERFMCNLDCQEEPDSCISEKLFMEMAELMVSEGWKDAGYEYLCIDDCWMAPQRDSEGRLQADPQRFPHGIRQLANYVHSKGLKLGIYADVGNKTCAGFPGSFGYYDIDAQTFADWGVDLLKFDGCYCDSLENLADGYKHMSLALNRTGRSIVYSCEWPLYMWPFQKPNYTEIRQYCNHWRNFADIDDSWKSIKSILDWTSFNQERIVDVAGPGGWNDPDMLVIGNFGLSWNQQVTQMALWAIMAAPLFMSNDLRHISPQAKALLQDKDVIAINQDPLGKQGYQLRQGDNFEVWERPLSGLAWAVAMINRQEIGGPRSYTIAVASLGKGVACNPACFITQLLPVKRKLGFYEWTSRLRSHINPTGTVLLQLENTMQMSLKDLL
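Human spleen homogenate (1 ug) as enzyme source, 4-methylumbelliferyl-alpha-D-galactopyranoside 1 mM final, citrate/phosphate pH 5.0 with 0.01% Tween-20. Compounds 40 min at 37C, NaOH/glycine stop; fluorescence Ex 365/Em 440, Hill-fit AC50.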
aGlu spleen mod: qHTS Assay for Inhibitors and Activators of Human alpha-Glucosidase From Spleen Homogenate | human spleen homogenate, 4-MU-alpha-glucoside fluorescence | 240,000 compounds, 0.006% hits | Lysosomal alpha-glucosidase (Homo sapiens), P10253 | Potency, µM (highest dose often 79.9 µM), inactives show top-dose activity change, negative = inhibition, hits mostly inhibitors;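 note: 0% = enzyme with vehicle and -100% = no enzyme basal signal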
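Compounds were titrated against alpha-glucosidase in spleen homogenate at pH 5.0, with 1 mM 4-methylumbelliferyl substrate for 40 min at 37 C. Reactions were quenched with pH 10 NaOH/glycine and fluorescence measured.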
GAA glycogen: qHTS Assay for Inhibitors and Activators of Human alpha-Glucosidase Cleavage of Glycogen | Lysosomal alpha-glucosidase (Homo sapiens), P10253 | recombinant GAA, glycogen substrate, Amplex Red glucose oxidase fluorescence | Potency, µM (highest dose often 76.4 µM), for the others: at the top dose activity change, negative = inhibition, actives largely listed as inhibitors | 300,000 compounds, 0.38% hits;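 note: 0% = full enzyme reaction and -100% = no-enzyme basal signal; the screen sought inhibitors and activators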
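Recombinant enzyme (4 nM final) with compounds titrated up to 77 uM and bovine liver glycogen (30 ug) in citrate pH 5.0, 0.01% Tween-20, 37 C 40 min. Released glucose detected by Amplex Red/glucose oxidase (Ex 573/Em 610); AC50 from Hill fits.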
NPSR antag: qHTS Assay for Antagonists of the Neuropeptide S Receptor: cAMP Signal Transduction. Q6W5P4. CHO-NPSR cells, cAMP TR-FRET, antagonist mode. Potency, µM (titrated, usually from 38.3 µM), for inactives: top-dose activity change, negative = inhibition, hits mostly inhibitors. 220,000 compounds, 1% hits. AID 1461, 2008; note: % is set by controls: 0 for no effect and ±100 for the full control effect; nearly all actives have a fitted effect of over 50% in size; many of its hits are not listed in these tables
Active calls of the source: *; ? = inconclusive; . = no result given; & = joins results of further samples; [ ] = another dose, or the depositor's remark. Unless noted, calls come from the whole dose curve; as a rule, active = well fitted curve in the direction sought with a large enough effect; inconclusive = small, poorly fitted or top-dose-only effect, or another doubt; inactive = no such curve, though single readings can be large; an effect the other way counts as inactive or inconclusive. Potency is the fitted concentration of half-maximal effect. This is a subset; count on the stated rates, not on these rows.

SMILES	ALDH1A1 inh	Epigenetic reg	GAA inh	Tau fluor counter	GLA spleen mod	aGlu spleen mod	GAA glycogen	NPSR antag
Cn1c(=O)n(CC#N)c2ccccc21	0%	-0.3%	-11%	-5%	2%	-2%	-5%	4%[46.1 µM]
CN(C)c1ccc(CNC23CN4CN(CN(C4)C2)C3)cc1	?	0.4%	5%	-29%	-3%	-5%	-28%	-3%[46.1 µM]
O=S1(=O)CCN(Cc2csc(-c3cccs3)n2)CC1	0%	1.1%	-4%	-14%	-5%	-5%	9%	-10%
O=C(NCc1nc2ccccc2[nH]1)C1=C[C@H](C2CC2)C[C@H](OCc2ccc(CO)cc2)O1	.	-1.9%	.	-3%	5%	6%	-5%	-7%
CCc1cc(=O)oc2cc(C)cc(OC(=O)c3ccco3)c12	10µM*	-1.0%	1%	-4%	0%	3%	4%	8%[46.1 µM]
O=S(=O)(NCC1CCCO1)c1ccc(S(=O)(=O)N(Cc2ccccn2)C2CC2)cc1 (stereo unspecified)	-3%	-3.2%	-1%	-8%	-7%	2%	3%	14%
CCCSc1nnc(-c2cccc(S(=O)(=O)N(C)C)c2)n1-c1cc(OC)ccc1OC	-7%	-1.2%	-12%	0%	2%	-5%	-16%	-23%[46.1 µM]
COc1ccccc1NC(=O)/C=C/C(N)=O	28µM*	0.1%	?	2%	-5%	-4%	0%	-10%[46.1 µM]
COc1ccc(/C=N/S(=O)(=O)c2cccs2)cc1	?	0.9%	-6%	-2%	6%	4%	0%	-3%[46.1 µM]
CSc1nc2sc3c(c2c(=O)[nH]1)CCC(C)C3 (stereo unspecified)	5%	3.5%	0%	-2%	4%	-1%	6%	-5%[46.1 µM]
O=C(CCc1nnc(C2CCCCC2)o1)NCCCOc1cccnc1	1%	0.0%	.	-3%	-2%	-4%	9%	-10%
CC(C)(C)c1cc(-c2ccccc2)n[nH]1	.	0.1%	.	2%	2%	-1%	1%	1%
Cc1ccc(C(=O)O)cc1NC(=O)CN1C(=O)C2C3c4ccccc4C(Br)(c4ccccc43)C2C1=O (stereo unspecified)	3%	15%	0%	6%	0%	3%	-4%	5%
O=C(NCCCn1ccnc1)/C(=C\c1cccnc1)NC(=O)c1ccco1	1%	0.0%	0%	6%	2%	4%	1%	17%
CCOc1ccccc1Nc1nnc(SCC(=O)Nc2cc(C)on2)s1	3%	1.0%	-6%	-18%	-9%	1%	10%	1%[46.1 µM]
CCCc1nc(SCC(=O)Nc2nnc(CC)s2)c2c(C)c(C)sc2n1	10%	3.0%	1%	-15%	-9%	-6%	0%	-1%[46.1 µM]
CC(C)/C=C1\CC/C(=C\c2ccc(N(C)C)cc2)C1=O	-10%	2.0%	-7%	16%	0%	-1%	-6%	2%
CC(=O)Nc1cc(C(=O)OCC(=O)c2ccc(C)cc2)ccc1C	-3%	-1.6%	4%	0%	2%	6%	10%	9%
Cc1ccc(S(=O)(=O)N2CCCCC2)cc1NC(=O)Cn1c(=O)cnc2ccccc21	?	10.0%	-8%	-6%	1%	-3%	-1%	-44%
O=C(Nc1nc(-c2cccc([N+](=O)[O-])c2)cs1)c1cccc([N+](=O)[O-])c1C(=O)O	-6%	1.0%	11%	0%	1%	6%	-7%	6%
Cc1cccc(CNc2ncncc2-c2cccc(NS(C)(=O)=O)c2)c1	?	0.5%	.	-14%	0%	-7%	.	.
CC(/C=C/C=C/c1ccccc1)=N/NC(=O)CNc1ccccc1C	7%	1.3%	-1%	-10%	3%	-1%	-5%	0%
C[C@H]1CS(=O)(=O)CCN1/N=C\c1ccc([N+](=O)[O-])o1	?	1.1%[16.9 µM]	.	.	2%[29.1 µM]	3%[29.1 µM]	.	.
COc1ccccc1C(O)c1nccn1C (stereo unspecified)	.	-1.7%	-7%[15.4 µM]	0%	2%	6%	6%	19%
CCc1ccc(NC(=O)c2onc(C)c2Cl)cc1	-5%	-1.1%	-2%	-13%	-4%	-7%	-7%	-10%[46.1 µM]

As entered above.
Entry of CC(C)(C)c1cc(-c2ccccc2)n[nH]1 in aGlu spleen mod: -1%
Entry of CC(/C=C/C=C/c1ccccc1)=N/NC(=O)CNc1ccccc1C in aGlu spleen mod: -1%

Further compounds.
SMILES	ALDH1A1 inh	Epigenetic reg	GAA inh	Tau fluor counter	GLA spleen mod	aGlu spleen mod	GAA glycogen	NPSR antag
CCOC(=O)N1CCN(C(=O)CSc2ccc3nnc(-c4cccnc4)n3n2)CC1	?	-4.8%	4%	8%	-6%	-2%	8%	6%
COC(=O)c1c(C)nc2ccccc2c1-c1ccccc1	7%	-3.9%	4%	-10%	-3%	-4%	-2%	-12%[46.1 µM]
O=C(NC1CCCC1)c1csc2c1CCCC2	?	0.2%	-7%	-2%	-16%	-6%	8%	6%[46.1 µM]
C=C1CN(Cc2ccccc2)S(=O)(=O)c2ccccc21	.	1.1%	.	-7%	0%&-3%&4%	-8%&-12%&-4%	-3%	-4%
CCOC(=O)COc1nc2c(c(-c3ccco3)c1C#N)CCc1ccccc1-2	.	-1.0%	.	-25%	5%	3%	-4%	36%
CCOc1cc(NC(=O)c2ccco2)c(OCC)cc1NC(=O)Cc1ccc(OC)c(OC)c1	18%	6.8%	0%	-9%	-6%	-5%	11%	?
CCOc1ccc(Cn2nnc(C(=O)NCCc3ccc(Cl)cc3)c2N)cc1	4%	-0.8%	-6%	-2%	-2%	-1%	5%	-7%[46.1 µM]
O=C(CN1CCCCC1)NC(=O)NC1CCCC1	?	-1.4%	10%	2%	-1%	9%	-3%	13%
O=c1cc(Nc2ccc3c(c2)OCO3)[nH]c(=O)n1-c1ccc(Br)cc1	-3%	-1.0%	1%	-12%	-1%	-7%	3%	-7%
CCCCNC(=O)C1C2C=CC(C2)C1C(=O)O (stereo unspecified)	-13%	-1.9%	0%	-2%	3%	-6%	3%	10%
COc1ccc(NC(=S)NCc2cccs2)cc1OC	7%	?	-6%	-10%	-9%	0%	3%	11%
O=C1CSC(=Nc2ccccc2Cl)N1	?	-1.0%	10%	-1%	-9%	0%	1%	-7%[46.1 µM]
CCN(CC)CCn1c(=N)n(CC(O)c2ccc(OC)c(OC)c2)c2ccccc21 (stereo unspecified)	11%	9.5%	.	3%	13%	4%	9%	4%
O=C(CCNS(=O)(=O)c1cccc2nsnc12)NCc1ccc(F)cc1	14%	1.6%	-4%	-2%	-3%	-14%	3%	6%
O=C(Nn1cnc2ccccc2c1=O)C1CCCCC1	7%	3.5%	-14%	-3%	-3%	-7%	2%	2%[46.1 µM]
c1ccc(CCn2nnnc2C(c2cccnc2)N2CCN(c3ccccc3)CC2)cc1 (stereo unspecified)	7%	0.0%	-4%	-10%	5%	-4%	3%	-26%[46.1 µM]
CC1CCN(CCCCOc2ccccc2-c2ccccc2)CC1	?	-1.3%	4%	-1%	-7%	-1%	1%	9%
COc1ccc2nc(NC(=O)CSc3nnc4n3C(C)(C)Cc3ccccc3-4)sc2c1	-6%	-1.9%	-4%	4%	-5%	-2%	1%	-21%[46.1 µM]
CCOC(=O)C1CCCN(C(=O)c2c(-c3ccccc3Cl)noc2C)C1 (stereo unspecified)	13%	0.0%	-4%	-4%	7%	-14%	5%	-10%[46.1 µM]
O=C(N/C(=C\c1ccc2c(c1)OCO2)C(=O)N1CCOCC1)c1cccs1	7%	0.0%	7%	0%	6%	6%	-15%	-5%[46.1 µM]
CCN(CC)CCCOC(=O)C1(c2ccccc2)CCCC1	19%	-4.4%	-5%	-4%	-5%	-7%	-2%	-6%[46.1 µM]
CCN(CC)C(=O)Cn1cc(C(=O)C(=O)NCc2cccs2)c2ccccc21	25%	0.1%	0%	-2%	-15%	-11%	2%	-13%
CCOC(=O)c1sc(NC(=O)CSc2nnc(C)s2)c(C(=O)OCC)c1C	?	-0.2%	-1%	-18%	-1%	3%	-6%	?
COc1ccc(N2CCN(C3CC(=O)N(c4ccc5c(c4)OCCO5)C3=O)CC2)cc1 (stereo unspecified)	?	-2.1%	?	-18%	10%	10%	-2%	-7%[46.1 µM]
COc1ccc(OCC(O)CNC(=O)Nc2ccc(Cl)cc2)cc1 (stereo unspecified)	-1%	-1.0%	2%	-19%	9%	-1%	3%	4%

Of the compounds above, 9 have a thiophene ring, fused or not:
SMILES	ALDH1A1 inh	Epigenetic reg	GAA inh	Tau fluor counter	GLA spleen mod	aGlu spleen mod	GAA glycogen	NPSR antag
O=S1(=O)CCN(Cc2csc(-c3cccs3)n2)CC1	0%	1.1%	-4%	-14%	-5%	-5%	9%	-10%
COc1ccc(/C=N/S(=O)(=O)c2cccs2)cc1	?	0.9%	-6%	-2%	6%	4%	0%	-3%[46.1 µM]
CSc1nc2sc3c(c2c(=O)[nH]1)CCC(C)C3 (stereo unspecified)	5%	3.5%	0%	-2%	4%	-1%	6%	-5%[46.1 µM]
CCCc1nc(SCC(=O)Nc2nnc(CC)s2)c2c(C)c(C)sc2n1	10%	3.0%	1%	-15%	-9%	-6%	0%	-1%[46.1 µM]
O=C(NC1CCCC1)c1csc2c1CCCC2	?	0.2%	-7%	-2%	-16%	-6%	8%	6%[46.1 µM]
COc1ccc(NC(=S)NCc2cccs2)cc1OC	7%	?	-6%	-10%	-9%	0%	3%	11%
O=C(N/C(=C\c1ccc2c(c1)OCO2)C(=O)N1CCOCC1)c1cccs1	7%	0.0%	7%	0%	6%	6%	-15%	-5%[46.1 µM]
CCN(CC)C(=O)Cn1cc(C(=O)C(=O)NCc2cccs2)c2ccccc21	25%	0.1%	0%	-2%	-15%	-11%	2%	-13%
CCOC(=O)c1sc(NC(=O)CSc2nnc(C)s2)c(C(=O)OCC)c1C	?	-0.2%	-1%	-18%	-1%	3%	-6%	?
